Screening results from PubChem.
G9a inh = G9a (human) methyltransferase inhibition; G9a H3K9 monomethylation, AlphaScreen, 2 h; AID 504332; actives 8.8% (n = 350,000); Q96KQ7; Potency, µM (top dose mostly 102 µM), for the others: at the highest dose activity, negative = inhibition, hits mostly inhibitors; further: on the % scale 0 is the no-effect control and ±100 the full control effect; nearly all actives have a fitted effect of over 75% in size
Target sequence (Q96KQ7 913-1193 limits assumed): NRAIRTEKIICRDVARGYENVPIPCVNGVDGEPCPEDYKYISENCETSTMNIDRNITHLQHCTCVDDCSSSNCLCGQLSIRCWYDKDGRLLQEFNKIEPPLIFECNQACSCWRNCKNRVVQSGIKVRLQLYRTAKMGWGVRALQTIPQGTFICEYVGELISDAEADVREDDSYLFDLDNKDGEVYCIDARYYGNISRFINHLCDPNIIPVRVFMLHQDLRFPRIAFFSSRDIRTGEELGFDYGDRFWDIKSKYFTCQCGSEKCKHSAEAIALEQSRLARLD
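Methyltransferase reactions run at room temperature for 2 h (20 nM enzyme, 500 nM biotin-H3K9 peptide, 20 uM SAM) after a 15 min compound preincubation; product detected by AlphaScreen beads and anti-H3K9me1 antibody.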
Pol kappa inh = inhibitors of human DNA polymerase kappa. Q9UBT6. purified Pol kappa, fluorescent DNA synthesis assay, 10 min. Potency, µM (doses to about 107 µM), for the others: at the highest dose activity, negative = inhibition, actives largely listed as inhibitors. actives 0.53% (n = 400,000). AID 588579; further: on the % scale 0 is the no-effect control and ±100 the full control effect
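Inhibition of 10 nM Pol kappa is measured by a fluorescent read-out at 0 and 10 min following addition of 50 nM substrate (final), with a 15-min room-temperature compound preincubation.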
APE1 inh = blocks human APE1 abasic DNA cleavage; actives 0.35% (n = 350,000); Potency, µM (top dose mostly 65.8 µM), for the others: top-dose activity change, negative = inhibition, actives largely listed as inhibitors; recombinant APE1, TAMRA/BHQ-2 abasic DNA cleavage fluorescence; P27695;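 further: plate controls were vehicle for no effect and reference inhibitor for full effect; nearly all actives have a fitted effect of over 55% in size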
Target sequence (P27695 whole entry, looked up): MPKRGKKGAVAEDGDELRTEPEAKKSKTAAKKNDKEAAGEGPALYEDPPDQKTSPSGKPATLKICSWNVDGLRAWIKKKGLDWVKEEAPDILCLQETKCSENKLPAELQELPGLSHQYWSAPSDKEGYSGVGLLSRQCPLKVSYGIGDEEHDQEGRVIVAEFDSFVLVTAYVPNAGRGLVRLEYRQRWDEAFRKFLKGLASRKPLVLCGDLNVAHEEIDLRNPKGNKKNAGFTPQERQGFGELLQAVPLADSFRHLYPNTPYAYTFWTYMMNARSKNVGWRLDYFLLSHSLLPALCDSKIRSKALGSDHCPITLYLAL
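Activity was derived from the fluorescence gain between first and third kinetic reads (60 s intervals, ex 525/em 598 nm) after 50 nM THF-abasic TAMRA/BHQ-2 duplex was added to 0.75 nM APE1 preincubated 15 min with compound.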
Pol beta inh = inhibitors of human DNA polymerase beta; P06746; Pol beta primer extension/strand displacement, fluorescence kinetic; Potency, µM (top dose mostly 114 µM), for the others: top-dose activity change, negative = inhibition, hits mostly inhibitors; actives 1.3% (n = 340,000); further: on the % scale 0 is the no-effect control and ±100 the full control effect
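Enzyme-only controls used 10 nM Pol beta; buffer lacking enzyme served as negative control. Compound preincubated 15 min, then 50 nM substrate added; 0 and 10 min reads at room temperature.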
Apoferritin bind = binds horse apoferritin like a general anesthetic | P02791 | apoferritin/1-aminoanthracene competitive binding, fluorescence | Potency, µM (titrated, usually from 77.5 µM), for the others: at the top dose activity change, negative = displacement, hits mostly inhibitors | actives 0.074% (n = 350,000); further: on the % scale 0 is the no-effect control and ±100 the full control effect; nearly all actives have a fitted effect of over 20% in size
Target sequence (P02791 2-175 limits assumed): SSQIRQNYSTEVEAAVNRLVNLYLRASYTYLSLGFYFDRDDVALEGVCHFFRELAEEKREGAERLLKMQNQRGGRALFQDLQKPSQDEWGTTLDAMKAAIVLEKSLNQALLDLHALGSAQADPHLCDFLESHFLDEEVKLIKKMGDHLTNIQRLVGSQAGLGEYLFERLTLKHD
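Apoferritin-based anesthetic binding model; compound displacement of fluorescent 1-AMA measured as endpoint fluorescence after 10 minutes at room temperature, scaled to free-ligand and complex controls.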
Pol eta inh = blocks human DNA polymerase eta activity; Q9Y253; AID 588591; recombinant Pol eta, fluorescent DNA replication assay; Potency, µM (doses to about 114 µM), for inactives: at the highest dose activity change, negative = inhibition, actives largely listed as inhibitors; actives 1.2% (n = 390,000); further: on the % scale 0 is the no-effect control and ±100 the full control effect
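Pol eta at 10 nM preincubated with compounds 15 min at room temperature; reaction started with fluorescent substrate (50 nM final) and read kinetically at 0 and 10 min.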
BLM inh = blocks DNA unwinding by human BLM helicase; P54132; recombinant BLM DNA unwinding, fluorescence dequenching; Potency, µM (titrated, usually from 56.1 µM), without a hit: top-dose activity change, negative = inhibition, hits mostly inhibitors; actives 0.2% (n = 350,000);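 further: plate controls were vehicle for no effect and no enzyme for full effect; nearly all actives have a fitted effect of over 35% in size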
BAZ2B inh = inhibitors of human BAZ2B bromodomain | Q9UIF8 | AlphaScreen BAZ2B-H3K14Ac peptide displacement | Potency, µM (top dose mostly 114 µM), without a hit: at the top dose activity change, negative = inhibition, actives largely listed as inhibitors | actives 4.4% (n = 360,000) | AID 504333; further: on the % scale 0 is the no-effect control and ±100 the full control effect; nearly all actives have a fitted effect of over 60% in size
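Inhibition is scored as reduced AlphaScreen emission. The BAZ2B/b-H3(5-23)K14Ac complex (50 nM each) in PBS pH 7.4, 0.01% Tween-20 meets compound (up to 110 uM) for 30 min at RT before bead addition.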
POLI inh = blocks human DNA polymerase iota activity; Q9UNA4; AID 588590; actives 1% (n = 390,000); Potency, µM (series often up to 115 µM), for the others: top-dose activity, negative = inhibition, most hits filed as inhibitors; Pol iota fluorescent replication assay, 10 min
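Pol iota at 10 nM preincubated 15 min with compounds at room temperature; reaction started with fluorescent substrate, 50 nM final. Fluorescence read kinetically at 0 and 10 min; buffer-only wells as negative control.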
An asterisk follows results filed as active; ? = inconclusive; · = not tested or not shown; [ ] = dose if it differs, or a comment. The call rests on the fitted dose curve; in most records, active means well fitted curve in the direction sought with a large enough effect; inconclusive means small, poorly fitted or top-dose-only effect, or another doubt; inactive means no such curve, though single readings can be large; an effect the other way counts as inactive or inconclusive. Potency means the concentration at half of the fitted maximal effect.

G9a inh	Pol kappa inh	APE1 inh	Pol beta inh	Apoferritin bind	Pol eta inh	BLM inh	BAZ2B inh	POLI inh	structure
-5%[12.7 µM]	19%	-6%	·	·	-12%	·	-3%	-3%	CC(Sc1nnc(-c2ccncc2)n1-c1ccc(F)cc1)C(=O)NC1CC1 (stereo unspecified)
16%[59 µM]	-10%[60.1 µM]	·	5%	38%[activator]	10%	-1%	1%	-8%	COc1ccccc1NC(=O)C(=O)NCCc1csc(-c2cccc(F)c2)n1
-33%[59 µM]	-6%	0%	13%	?	2%	5%	-5%	4%	CCCCCCCn1c(=N)n(CC(=O)c2ccco2)c2ccccc21
36%[59 µM]	-5%	1%	23%	?	-12%	-2%	4%	1%	O=C(C1CCCCC1)N1CCc2ccccc21
-1%	-3%	7%	-10%	-23%	2%	-4%	1%	20%	Cc1cc(Cl)c(OCCN2C(=O)NC(C)(C)C2=O)c(Br)c1
11%	6%	21%	29%	-4%	-12%	-1%	2%	27%	O=C(OCC(=O)N1CCOCC1)c1ccccc1O
18%	-3%	10%	51%	-2%	-11%	2%	1%	19%	COc1cccc(CNC(=O)c2ccc(Cl)c(NC3=NC4CS(=O)(=O)CC4S3)c2)c1 (stereo unspecified)
-13%[59 µM]	-11%	?	-20%	-21%	-20%	-1%	-39%	32%[activator]	O=C(COC(=O)c1ccc2c(c1Cl)C(=O)c1ccccc1C2=O)NC1CCCCC1
9%	-2%	0%	8%	-10%	-5%	2%	11%	22%	CCn1c(=O)c2c(nc(SCC(=O)NCC3CCCO3)n2C)n(C)c1=O (stereo unspecified)
-5%[59 µM]	-10%	44%[12.4 µM]	-10%	-4%	-15%	2%	1%	104%[activator]	COc1ccccc1NC(=O)c1ccccc1-c1ccccc1C(=O)O
·	-13%	2%	·	·	-18%	·	·	?	CCCCNc1c(-c2ccc(OC)c(SC(C)CC)c2)nc2cc(C)ccn12 (stereo unspecified)
6%[59 µM]	4%	·	5%	-4%	-9%	-9%	-15%	10%	CCOc1ccc(S(=O)(=O)N2CCN(c3ccc(C)cc3C)CC2)c2ccccc12
12%[12.7 µM]	-11%	-2%	·	·	-16%	·	10%	-5%	CCn1c(SCC(=O)Nc2cccc(S(=O)(=O)N(C)c3ccccc3)c2)nnc1C1CC1
6%[59 µM]	-13%[60.1 µM]	·	-4%	-15%	-27%	-14%	-4%	-4%	O=C(Nc1ccc(Br)cc1)c1cc(S(=O)(=O)NC2CCCC2)ccc1F
-12%	8%	-12%	11%	-1%	-1%	0%	3%	21%	Cc1c(C)c2c(OCC(=O)NCC(O)c3ccccc3)cc3c(c2oc1=O)CCC(C)(C)O3 (stereo unspecified)
-7%	0%	-9%	·	·	5%	·	3%	28%	O=C(COC(=O)CNS(=O)(=O)c1ccc(Cl)cc1)NC1CCCCC1
-17%[59 µM]	2%	·	-4%	5%	5%	-10%	-18%	15%	CCC(Oc1ccc(F)cc1)C(=O)Nc1nc2c(s1)CCCC2 (stereo unspecified)
?	-11%	-4%	13%	873%[activator]	-5%	-79%	?	-2%	COc1ccc(C2C=C(c3ccc(C)cc3)Nc3ncnn32)cc1 (stereo unspecified)
4%[0.0925 µM]	-9%	-8%	36%	-8%	-4%	1%	-2%	37%[activator]	COc1ccccc1CNC(=O)C1CCC(CNS(=O)(=O)c2cccc3cccnc23)CC1 (stereo unspecified)
9%[59 µM]	-10%	4%	3%	-8%	-4%	-19%	?	3%	O=C(N=Nc1c(O)[nH]c2ccccc12)c1cccc(S(=O)(=O)Nc2ccccc2Cl)c1
50µM*	-7%	-3%	2%	-16%	-1%	-4%	-3%	28%	O=C1CC(N2CCN(c3ccccc3Cl)CC2)C(=O)N1c1ccc(F)cc1 (stereo unspecified)
5%	-4%	10%	34%	4%	-14%	3%	-8%	-11%	CS(=O)(=O)N1CCN(c2ccccc2NC(=O)CSc2nnc(-c3ccco3)o2)CC1
23%[59 µM]	-19%	0%	?	-7%	56µM*	-2%	-7%	?	O=C(CNC(=O)c1ccc(F)cc1)N/N=C/c1cc(Br)ccc1OC(=O)/C=C/c1ccco1
0%[12.7 µM]	2%	12%	32%[activator]	-19%	-6%	-1%	-6%	46%[activator]	CCOC(=O)C1=C(C)N=C2SC(C)C(=O)N2C1c1ccccc1 (stereo unspecified)
?	-10%	-2%	4%	8%	-5%	-14%	2%	-11%	CCOC(=O)Cn1c(CN2CCOCC2)nc2c1c(=O)[nH]c(=O)n2C
?	2%	-2%	3%	2%	1%	-1%	-2%	18%	CCn1nnnc1SCC(=O)N1c2ccccc2CCc2ccccc21
10%[59 µM]	-23%	·	-2%	-9%	-13%	-3%	-2%	1%	COc1cc(OC)cc(-c2nc3nc(C)c(CCC(=O)Nc4ccc(Cl)cc4)c(C)n3n2)c1
?	-4%	0%	6%	-11%	-11%	-12%	-36%	-8%	Cc1ccc(C)c(N2CCN(S(=O)(=O)c3c(C)noc3/C=C/N(C)C)CC2)c1
-18%[59 µM]	3%	·	2%	111%[activator]	8%	-9%	4%	?	COC(=O)c1ccc(Cl)cc1NC(=O)Nc1nnc(N(C)Cc2ccccc2)s1
·	-3%	-1%	12%	-13%	-13%	-10%	-6%	-14%	O=S(=O)(c1ccc(NC(=S)NCc2ccncc2)cc1)N1CCCCC1

Three compounds drawn at random from those above:
G9a inh	Pol kappa inh	APE1 inh	Pol beta inh	Apoferritin bind	Pol eta inh	BLM inh	BAZ2B inh	POLI inh	structure
23%[59 µM]	-19%	0%	?	-7%	56µM*	-2%	-7%	?	O=C(CNC(=O)c1ccc(F)cc1)N/N=C/c1cc(Br)ccc1OC(=O)/C=C/c1ccco1
4%[0.0925 µM]	-9%	-8%	36%	-8%	-4%	1%	-2%	37%[activator]	COc1ccccc1CNC(=O)C1CCC(CNS(=O)(=O)c2cccc3cccnc23)CC1 (stereo unspecified)
-12%	8%	-12%	11%	-1%	-1%	0%	3%	21%	Cc1c(C)c2c(OCC(=O)NCC(O)c3ccccc3)cc3c(c2oc1=O)CCC(C)(C)O3 (stereo unspecified)

Next records follow.
G9a inh	Pol kappa inh	APE1 inh	Pol beta inh	Apoferritin bind	Pol eta inh	BLM inh	BAZ2B inh	POLI inh	structure
2%[5.15 µM]	11%[12 µM]	·	·	5%[29.3 µM]	·	3%[21.4 µM]	·	·	O=C1O[C@H](CN2CCOCC2)CN1/N=C\c1ccc([N+](=O)[O-])o1
13%[59 µM]	-3%	0%	3%	-5%	-7%	-7%	0%	6%	COCC(=O)n1cc(C(=O)OC)c2ccccc21
·	-1%	?	-1%	-10%	-24%	-15%	5.6µM*	9%	N#CCCN1CCCc2cc(N=Nc3ccc(C(F)(F)F)cc3)ccc21
11%[0.501 µM]	-5%	18%	·	·	-14%	·	9%	80%[activator]	O=C(COC(=O)C1CC2CCCC(C1)C2=O)NNC(=O)c1ccc([N+](=O)[O-])cc1 (stereo unspecified)
-3%	2%	-1%	2%	-11%	-15%	2%	3%	150%[activator]	COc1ccccc1-n1cnnc1SC(C)C(=O)Nc1ccc(NC(C)=O)cc1 (stereo unspecified)
13%	-5%	41%	-14%	74%[activator]	-7%	-8%	0%	-1%	O=C(CN1C(=O)c2cccc3cccc1c23)NC1CCCC1
-8%[59 µM]	-8%[60.1 µM]	·	-1%	42%[activator]	5%	-4%	-2%	?	Cc1cccc(-n2nnnc2S(C)(=O)=O)c1
-31%[59 µM]	-25%	·	7%	1%	?	-6%	-9%	5%	O=C(Nc1nc2n(n1)C(c1ccc(Cl)cc1)C=C(c1ccccc1)N2)c1ccco1 (stereo unspecified)
41%	4%	30%	2%	5%	-20%	1%	-14%	31%	Cc1ccc(CNC(=O)c2ccc(NC(=O)C3=CSCCO3)cc2)cc1
0%[12.7 µM]	-3%	-4%	-12%	?	-14%	-11%	-36%	?	COc1ccc(/C=C2\CCc3ccccc3C2=O)cc1Cn1nc(C)cc1C
?	-3%	60%[activator]	-6%	30%	-3%	-5%	-14%	42%[activator]	NC(=O)C1CCCN(C(=O)CCCNC(=O)c2ccc(Cl)cc2)C1 (stereo unspecified)
-30%	-1%	-4%	6%	-9%	-9%	0%	-8%	116%[activator]	CCCC(=O)NCn1nnc(-c2ccc(Cl)cc2)n1

Single values from above:
Value of O=C1CC(N2CCN(c3ccccc3Cl)CC2)C(=O)N1c1ccc(F)cc1 (stereo unspecified) in Pol eta inh: -1%
Value of CCOC(=O)Cn1c(CN2CCOCC2)nc2c1c(=O)[nH]c(=O)n2C in Pol kappa inh: -10%
Value of COc1ccccc1-n1cnnc1SC(C)C(=O)Nc1ccc(NC(C)=O)cc1 (stereo unspecified) in BLM inh: 2%

A second format for some results above:
Screens in order: G9a inh | Pol kappa inh | APE1 inh | Pol beta inh | Apoferritin bind | Pol eta inh | BLM inh | BAZ2B inh | POLI inh
CCCC(=O)NCn1nnc(-c2ccc(Cl)cc2)n1
    -30% | -1% | -4% | 6% | -9% | -9% | 0% | -8% | 116%[activator]
Cc1ccc(CNC(=O)c2ccc(NC(=O)C3=CSCCO3)cc2)cc1
    41% | 4% | 30% | 2% | 5% | -20% | 1% | -14% | 31%

This is a subset; rates above refer to the full screens.
